PfGluPho inh: PfG6PD (Plasmodium falciparum) enzyme inhibition | inhibition, % at 20 µM | PfGluPho enzyme, NADPH resazurin-diaphorase fluorescence | 350,000 compounds, 0.78% hits;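 active = inhibition reaching at least a set limit at 20 µM in the primary screen, cut at about 59% in these data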;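 note: 0% = DMSO wells with substrate and 100% = DMSO wells lacking glucose-6-phosphate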
HKDC1 inhibitor: blocks human hexokinase HKDC1 activity; Q2TB90; recombinant HKDC1, G6PDH/diaphorase resazurin coupled fluorescence; inhibition, % at 20 µM; 340,000 compounds, 0.16% hits; AID 493160;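 active = inhibition above about 35% when tested at 20 µM, limit read from the data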;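 note: plate controls were DMSO wells with enzyme for no effect and DMSO wells lacking enzyme for full effect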
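test system = in-house recombinant HK5 (HKDC1) enzyme | amount = HKDC1 at 5 µg/mL | control set = DMSO-enzyme wells negative, buffer-substituted wells positive | compound = one dose of 20 µM, 1% DMSO | schedule = reaction time 90 min, room temperature, protected from light | technique = resorufin fluorescence at 613 nm | reagent = glucose with 1 mM ATP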
hIAP act: increases human intestinal alkaline phosphatase activity; purified human IAP, CDP-Star luminescence, 30 min; hits give high values; 1 = vehicle-only enzyme, 0 = enzyme-free background; activation factor at 10 µM; 330,000 compounds, 0.16% hits;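 active = activation factor of the enzyme at least 2-fold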; note: the source names both 10 and 20 µM as test concentration; values of inactives mirror those of a sister screen read the other way
A3A deaminase: inhibitors of human APOBEC3A DNA deaminase | P31941 | recombinant A3A, FAM/TAMRA ssDNA deamination fluorescence | inhibition, % at 20 µM | 330,000 compounds, 0.41% hits | AID 493011;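 active = at least 40% inhibition at 20 µM here, with at most 30% in a related deaminase screen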;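 note: plate controls were A3A with DMSO for no effect and wells lacking A3A enzyme for full effect; some results filed as inactive read as strong as hits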
Target sequence (P31941 whole entry, looked up): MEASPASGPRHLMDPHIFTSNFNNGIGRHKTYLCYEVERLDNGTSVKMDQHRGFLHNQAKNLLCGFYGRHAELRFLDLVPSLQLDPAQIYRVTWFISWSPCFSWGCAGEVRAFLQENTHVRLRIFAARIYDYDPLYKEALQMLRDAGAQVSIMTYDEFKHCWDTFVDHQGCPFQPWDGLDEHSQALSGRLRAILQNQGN
hIAP block: human IAP inhibition; P09923; purified IAP, CDP-Star luminescence, 30 min; inhibition, % at 10 µM; 330,000 compounds, 0.12% hits; AID 2544;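 active = inhibition reaching a set limit with compound at 10 µM in the primary screen, cut at about 35% in these data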;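 note: plate controls were DMSO wells with enzyme for no effect and no-enzyme buffer wells for full effect; values of inactives mirror those of a sister screen read the other way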
mIAP activ: increases mouse intestinal alkaline phosphatase activity; muIAP, CDP-Star luminescence, 30 min; hits give high values; 1 = vehicle-only enzyme signal, 0 = enzyme-free wells; 330,000 compounds, 0.24% hits; activation factor at 10 µM;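 active = activation factor of at least 2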; note: the source names both 10 and 20 µM as test concentration; values of inactives mirror those of a sister screen read the other way
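also added = chemiluminescent substrate CDP-Star | test system = mouse IAP enzyme | signal = chemiluminescence readout | compound = DMSO-dissolved test compounds | incubation = 30 min at room temperature | benchmarks = DMSO wells, no-enzyme wells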
ATG4B inh: ATG4B (human) cysteine protease inhibition. Q9Y4P1. ATG4B cleavage of LC3-PLA2, NBD-HPC fluorescence, 1 h. inhibition, % at 8.33 µM. 340,000 compounds, 0.51% hits. AID 504462; in the data active = inhibition above about 40%
Target sequence (Q9Y4P1 whole entry, looked up): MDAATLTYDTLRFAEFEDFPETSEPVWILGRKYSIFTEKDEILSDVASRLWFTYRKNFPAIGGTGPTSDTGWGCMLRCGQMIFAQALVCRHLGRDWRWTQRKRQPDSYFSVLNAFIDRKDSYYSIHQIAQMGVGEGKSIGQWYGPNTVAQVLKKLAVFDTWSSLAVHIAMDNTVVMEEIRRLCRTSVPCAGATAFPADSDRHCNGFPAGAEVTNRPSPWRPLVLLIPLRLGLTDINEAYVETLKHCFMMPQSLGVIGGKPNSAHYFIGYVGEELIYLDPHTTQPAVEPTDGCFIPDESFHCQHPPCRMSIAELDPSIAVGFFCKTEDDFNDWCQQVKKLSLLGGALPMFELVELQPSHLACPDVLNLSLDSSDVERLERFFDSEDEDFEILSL
mIAP inh: blocks mouse intestinal alkaline phosphatase. purified mouse IAP, CDP-Star luminescence, 30 min. inhibition, % at 10 µM. 330,000 compounds, 0.2% hits;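 active = inhibition of at least 40% at 10 µM in the primary screen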;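 note: plate controls were DMSO with enzyme for no effect and no enzyme wells for full effect; values of inactives mirror those of a sister screen read the other way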
* marks the source's active call; other numbers are inactive results; / = no result given.

canonical_smiles	mIAP inh	HKDC1 inhibitor	PfGluPho inh	ATG4B inh	hIAP act	A3A deaminase	mIAP activ	hIAP block
COc1ccc(-c2nnc(SC(C)C(=O)Nc3nccs3)n2Cc2ccccc2)cc1OC (stereo not given)	-12	2	19	-20	1	1	1.1	-3
Cc1ccc(NC(=S)NC(=O)/C=C/c2ccc(Cl)cc2)cc1	-1	-13	-18	5	0.87	-4	1	13
Cc1ccc(C)c(S(=O)(=O)N2CCN(C(=O)CCNC(=O)c3ccc(Br)cc3)CC2)c1	-5	-3	-10	-15	0.92	31	1	8
CCCn1c(CN2CCN(C(=O)OCC)CC2)nc2cc(NC(C)=O)ccc21	-5	-4	7	-6	1.1	-1	1	-11
COc1ccc(C(=O)N/N=C/c2ccc3cccc(OCc4ccccc4)c3n2)cc1	10	3	5	-28	1.1	3	0.9	-12
CCC(C)[C@H](NC(=O)C1(c2ccccc2)CCN(C(=O)OC(C)(C)C)CC1)C(=O)N[C@@H](C(=O)O)c1ccccc1 (stereo not given in full)	-2	-4	11	-14	0.94	-4	1	6
O=C(CSc1nc(O)cc(=O)n1-c1ccccc1)Nc1nc2ccccc2s1	-31	1	-24	-4	0.97	-2	1.3	3
CCOc1ccccc1C(=O)OCC(=O)Nc1cccc(S(=O)(=O)N2CCCC2)c1	-6	-1	15	-6	0.79	4	1.1	21
N/C(=N\OC(=O)C(c1ccccc1)c1ccccc1)c1ccccn1	-3	-7	-24	-5	1.1	2	1	-9
O=S(=O)(/N=C(/Nc1nc2ccccc2s1)c1ccccc1)c1ccccc1	0	6	-17	5	0.98	-1	1	2
CC1(C)CC(=O)C2=C(C1)NC1=C(C(=O)c3ccccc31)C2c1ccc(Cl)cc1 (stereo not given)	14	9	68*	0	0.87	5	0.86	13
CCCCn1c(N)c(N(CC(C)C)C(=O)C2CCN(S(=O)(=O)c3ccc(OCC)cc3)CC2)c(=O)[nH]c1=O	-7	-6	-11	-12	1.2	-5	1.1	-19
Cn1[nH]c(C(F)(F)F)c(C=NCc2ccc(Cl)cc2)c1=O	-12	-6	26	4	0.95	1	1.1	5
COc1ccc(COc2ccccc2C(=O)NCc2ccccc2)cc1F	5	12	14	27	0.96	2	0.95	4
COC(=O)c1ccc(-c2nc(CN3CCCN(C(=O)c4ccco4)CC3)c(C)o2)cc1	2	-2	4	-12	0.97	-4	0.98	2
C=CCOC(=O)Cn1cnc2c(sc3nc(C)cc(C)c32)c1=O	1	2	2	-8	1	1	0.99	0
COc1ccc(Cl)cc1NC(=S)Nc1ccccc1C	-2	-8	3	-1	0.84	-4	1	16
CCS(=O)c1ccccc1C(=O)OCC(=O)Nc1cccc(S(=O)(=O)N2CCCCC2)c1 (stereo not given)	-8	-3	3	-10	1.1	-4	1.1	-13
O=c1[nH]c(CSc2nnc(-c3cccnc3)n2C2CCCCC2)nc2ccccc12	2	-3	-4	-9	0.89	4	0.98	11
Cc1cc(S(=O)(=O)Nc2cc(C)c(O)c(C)c2)c(C)s1	-4	11	22	-6	1	-8	1	-3
Cn1nnnc1SCCNCc1ccccc1OCc1ccccc1Cl	-14	-5	-2	-3	1.2	-4	1.1	-17
Cc1ccc(C(=O)NCc2cccc(C(F)(F)F)c2)cc1S(=O)(=O)N1CCCCC1	-4	-3	-4	-6	1	4	1	-2
COc1cc(NS(=O)(=O)c2ccc3c(c2)n(C)c(=O)n3C)cc(OC)c1	2	3	2	4	1.1	3	0.98	-9
CC1CCCC(NC(=O)CNC(=O)c2cccs2)C1C (stereo not given)	3	-9	-12	6	1.2	4	0.97	-16
Cc1c(-n2c(SCC(=O)C(C)(C)C)nc3ccccc3c2=O)c(=O)n(-c2ccccc2)n1C	6	-4	-3	-2	1.1	3	0.94	-11
O=C(CSc1nnc(-c2ccncc2)n1-c1ccccc1)NC1CC1	9	-2	-2	4	0.9	-2	0.91	10
Cc1ccc(S(=O)(=O)CCC(=O)OCC(=O)NCCc2ccc(S(N)(=O)=O)cc2)cc1	-6	-3	-7	-1	1.2	-2	1.1	-17
Cc1c(Cl)cccc1NC(=O)COC(=O)Cn1cnc2c1c(=O)n(C)c(=O)n2C	-14	-5	11	0	1	0	1.1	-5
COc1cc(NC(=O)CN2C(=O)c3ccccc3Sc3ccc(C(=O)N4CCOCC4)cc32)cc(OC)c1OC	-2	4	7	3	0.98	1	1	2
Cc1ccc(NC(=O)Cc2c(Cl)cccc2Cl)cc1S(=O)(=O)N(C)C	-47	-6	12	-3	0.98	0	1.5	2
Cc1ccc(OCc2nc(-c3cccnc3)no2)cc1C	0	8	6	-3	0.87	3	1	13
CCCOC(=O)c1ccc(NC(=O)c2c(Cl)ccc(Cl)c2OC)cc1	8	-2	20	-13	1.3	2	0.92	-32
O=C(Nc1ccc(NC(=S)NC(=O)c2ccccc2Cl)cc1)c1cccc(Cl)c1	15	-2	11	31	1	-4	0.85	-2
COC(=O)C1CN(C(=O)COc2ccc(C)cc2)c2ccccc2O1 (stereo not given)	-2	-2	16	-3	1.1	0	1	-7
NC(=S)N=Nc1c(O)[nH]c2c(Br)cc(Br)cc12	21	15	-15	-7	1.4	-3	0.79	-44
Cc1ccsc1/C=C1\SC(=S)N(CC2CCCO2)C1=O (stereo not given)	21	-2	2	4	1	-8	0.79	-1
CC(C)CCN1CCN(Cc2ccc(N3CCNC3=O)cc2)CC1CCO (stereo not given)	-12	14	-9	6	1	9	1.1	-2
Cn1cccc1/C=N/NC(=O)CSc1nc2ccccc2[nH]1	12	6	39	-5	0.98	-5	0.88	2
O=C(NCCCNC(=O)c1ccc(-c2cccc(Cl)c2)o1)c1cnccn1	-2	3	-12	0	1	-7	1	-2
COc1ccc(COc2ccc(C3C(S(=O)(=O)c4ccccc4)CON3C)cc2OC)cc1 (stereo not given)	-6	-10	5	2	1.1	-2	1.1	-7

Sorted by value in ATG4B inh (ascending): 3 of the compounds above.
canonical_smiles	mIAP inh	HKDC1 inhibitor	PfGluPho inh	ATG4B inh	hIAP act	A3A deaminase	mIAP activ	hIAP block
Cc1cc(S(=O)(=O)Nc2cc(C)c(O)c(C)c2)c(C)s1	-4	11	22	-6	1	-8	1	-3
Cc1c(Cl)cccc1NC(=O)COC(=O)Cn1cnc2c1c(=O)n(C)c(=O)n2C	-14	-5	11	0	1	0	1.1	-5
Cc1ccc(NC(=S)NC(=O)/C=C/c2ccc(Cl)cc2)cc1	-1	-13	-18	5	0.87	-4	1	13

The list goes on.
canonical_smiles	mIAP inh	HKDC1 inhibitor	PfGluPho inh	ATG4B inh	hIAP act	A3A deaminase	mIAP activ	hIAP block
COC(=O)C1(C(C[N+](=O)[O-])c2ccco2)C(=O)NCC1c1ccccc1 (stereo not given)	-9	-5	-4	4	1.1	0	1.1	-8
c1cncc(CNc2ncnc3sc4c(c23)CCC4)c1	4	-3	5	-7	1	0	0.96	0
Oc1ccc(C=NCCc2ccccc2)cc1	-3	-1	8	-4	0.98	-5	1	2
O=C(N/N=C1\CCCc2c1[nH]c1ccc([N+](=O)[O-])cc21)c1ccncc1	27	/	/	/	1	-3	0.73	0
CC(=O)N(CCCNC(=O)c1ccccc1)C(=O)c1ccccc1	-4	-3	-16	-3	0.98	0	1	2
Fc1cccc(CCN2CCNC[C@@H]2c2ccccc2)c1	-9	2	-17	4	1	0	1.1	-1
O=C(O)/C=C/c1ccccc1Oc1ccccc1	-2	1	-38	-7	1	0	1	-2
CCOc1ccc(C(=O)Nc2ccccc2OC(F)F)cc1	2	-3	1	2	0.93	2	0.97	7
CCC12CN3CC(CC)(CN(C1)C3c1ccccc1Cl)C2O (stereo not given)	4	1	-4	-15	1.1	-1	0.96	-8
CCN(CC)c1ccc(/C=C2\NC(=O)NC2=O)cc1	9	-3	-6	-6	0.96	-2	0.91	4
CN(C1CCS(=O)(=O)C1)S(=O)(=O)c1ccc(N2CCCC2=O)cc1 (stereo not given)	-4	-11	2	-7	1	5	1	-3
Cc1cc(C)c(S(=O)(=O)c2ccccc2)c(OC(=O)c2c(F)cccc2F)n1	3	-2	4	18	0.98	2	0.97	2
Cc1nc2sccn2c(=O)c1S(=O)(=O)Nc1ccc(N2CCN(S(C)(=O)=O)CC2)cc1	-4	2	3	-2	1.1	0	1	-11
Cc1ccc(NC(=O)CSc2nc(=O)cc(N)n2-c2ccccc2)cc1	-5	4	11	-9	1.2	-3	1	-25
COc1ccc(-c2cn(Cc3ccc(C)cc3)nn2)cc1	-15	0	-10	4	1.2	7	1.2	-25
Cc1cccc(NC(=S)NC2CCN(Cc3ccccc3)CC2)c1C	-10	-7	-13	12	1.2	0	1.1	-24
C[C@H](CO)N1C[C@H](C)[C@@H](CN(C)C)Oc2c(NS(=O)(=O)c3ccccc3)cccc2C1=O	8	1	2	-2	1.2	-2	0.92	-23
C/C(=N\NC(=O)CNC(=O)C(c1ccccc1)c1ccccc1)c1ccccc1	10	-10	16	-9	1.1	-3	0.9	-14
O=C(COC(=O)c1cccnc1Cl)NC1CCCCCC1	1	1	-8	0	1	1	0.99	-2
O=C(CN1CCN(c2ccc(F)cc2)CC1)Nc1ccccc1[N+](=O)[O-]	10	-4	-2	4	0.98	-4	0.9	2
O=C(N/N=C/c1ccc(COc2ccc(Br)cc2)o1)c1ccc2c(c1)OCO2	7	8	-6	1	1.3	-2	0.93	-33
O=C(O)c1ccc([N+](=O)[O-])c(CS(=O)(=O)c2ccccc2)c1	2	6	-9	-3	0.91	0	0.98	9
COc1ccccc1NC(=O)Nc1ccc2c(c1)nc(C)n2C	-6	9	-1	-19	1.1	-4	1.1	-8
COc1ccccc1Cn1c(=S)[nH]c2ccccc2c1=O	-5	2	-9	10	1	5	1.1	0
Oc1cccc(/C=N/Nc2nn3cnnc3c3ccccc23)c1	-5	7	17	-4	0.94	-9	1	6
O=C(NCc1ccccc1Cl)C1=CC=CN2CCS(=O)(=O)N=C12	4	-6	-2	6	1	-5	0.96	0
Cc1ccc2nc(NC(=O)c3cccc(-c4cc5ccccc5oc4=O)c3)sc2c1	1	-6	-7	-5	1.1	-3	0.99	-13
ON1C(c2ccccc2C(F)(F)F)N(O)[C@H]2CCCC[C@H]21 (stereo not given in full)	-2	6	7	-13	1.1	-4	1	-8
CCOC(=O)C1CCN(C(=O)COc2ccc(Br)cc2C)CC1	-8	-2	3	-20	0.97	3	1.1	3
O=[N+]([O-])c1ccccc1CNC1CCCCCC1	3	-8	-20	-4	1	0	0.97	-1
COc1ccc(-c2noc(CN(C)S(=O)(=O)c3ccc(Cl)cc3)n2)cc1OC	4	-4	11	1	0.97	-3	0.96	3
CCc1ccccc1NC(=O)CCNS(=O)(=O)c1ccc2c(c1)CCC(=O)N2	-3	-2	14	-2	0.92	-4	1	8
O=C(NCCO)/C(=C/c1ccc(Br)cc1)NC(=O)c1cccs1	3	-14	-8	-2	0.83	1	0.97	17
CCCCOc1ccc(C(=O)NCC(=O)N2CC(C)CC(C)C2)cc1 (stereo not given)	5	1	-18	-46	1	0	0.95	0
Cc1ccc(S(=O)(=O)Nc2cccc(C(=O)NCc3ccc(S(N)(=O)=O)cc3)c2)cc1	7	-2	2	-13	1.1	-3	0.93	-12
CCOc1ccc(OCCN2C(=O)NC3(CCCc4ccccc43)C2=O)cc1 (stereo not given)	38	-3	5	-11	0.88	1	0.62	12
Cc1ccc(/C=C/C(=O)OCn2nnc3ccccc3c2=O)o1	1	-4	56	-1	1.1	7	0.99	-7
O=C(Oc1ccc2c(=O)c(Cl)coc2c1)c1cccnc1	-1	-2	2	-6	1.2	-1	1	-17

Bioassay records from PubChem.
